D1 antag = human D1 dopamine receptor antagonism. 360,000 compounds, 3.2% hits. HEK293 TREx D1 cells, calcium flux, dopamine EC80; stronger effect = lower value. activity change, negative = inhibition, % at 10 µM; in the data active = activity change below about -30%; also: % is scaled to controls: 0 for no effect and ±100 for the full control effect
Target sequence (P21728 whole entry, looked up): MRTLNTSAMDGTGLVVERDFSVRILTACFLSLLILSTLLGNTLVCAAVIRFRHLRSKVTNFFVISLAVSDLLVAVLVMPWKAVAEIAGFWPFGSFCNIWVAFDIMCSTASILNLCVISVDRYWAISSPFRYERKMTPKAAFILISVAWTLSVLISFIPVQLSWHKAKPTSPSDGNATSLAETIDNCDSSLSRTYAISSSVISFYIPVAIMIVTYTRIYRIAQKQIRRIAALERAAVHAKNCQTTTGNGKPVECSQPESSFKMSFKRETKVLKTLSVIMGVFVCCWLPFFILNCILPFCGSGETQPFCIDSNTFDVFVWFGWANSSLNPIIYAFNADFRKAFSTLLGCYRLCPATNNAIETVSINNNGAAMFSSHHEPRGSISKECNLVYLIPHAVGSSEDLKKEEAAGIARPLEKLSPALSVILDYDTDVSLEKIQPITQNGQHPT
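Inducible Hek293 Trex D1 cells (tetracycline, overnight, 30 C). Calcium dye 30–90 min RT. Antagonist mode: EC80 dopamine added after 180 s compound read.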
RXFP1 ag = RXFP1 (human) receptor agonism | HEK293T-RXFP1 cAMP TR-FRET, 30 min; response scale: percent of porcine relaxin response, buffer zero | Potency, µM (highest dose often 57.5 µM), without a hit: top-dose activation, actives largely listed as activators | 370,000 compounds, 0.3% hits; also: potency is read from the fitted curve at half-maximal effect; % is scaled to controls: 0 for no effect and ±100 for the full control effect; nearly all actives have a fitted effect of over 60% in size; many of its hits are not listed in these tables
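HEK293T cells stably expressing RXFP1 were pretreated with the PDE4 inhibitor Ro 20174, exposed to compounds for 30 min at 37C, lysed, and cAMP was read by TR-FRET. Data normalized to buffer (basal) and 29 nM porcine relaxin (100%).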
Vif-A3G inh = Vif-A3G binding inhibition; 410,000 compounds, 0.076% hits; Potency, µM (doses to about 46.1 µM), for the others: at the highest dose activity, negative = active, hits mostly inhibitors; HeLa A3G-eYFP + Vif (tagged APOBEC3G with the HIV-1 protein that degrades it), YFP fluorescence, overnight; Q9HC16;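 also: potency is read from the fitted curve at half-maximal effect; % is scaled to controls: 0 for no effect and ±100 for the full control effect; nearly all actives have a fitted effect of over 60% in size; hits raise eYFP signal because A3G escapes Vif-driven loss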
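Read-out is eYFP fluorescence (Ex 488/Em 500-530) from Vif-expressing HeLa A3G-eYFP cells; more signal means A3G escaped Vif-mediated degradation. Cells plated overnight, compound pinned in, incubated overnight at 37 deg C.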
Glioma ERSR ind = ER stress response induction in glioma; U87-MG GRP78 promoter luciferase reporter, 16 h; Potency, µM, inactives show at the highest dose activation, actives largely listed as activators; 420,000 compounds, 0.02% hits; AID 602332; also: potency is read from the fitted curve at half-maximal effect; series mostly up to about 76 µM; % of control where 0% means no effect; nearly all actives have a fitted effect of over 35% in size
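Stably transfected U87-MG human glioma cells carrying a GRP78-based luminescent sensor were seeded at 1000 cells/well, pin-dosed with compounds and incubated 16 h. Luciferase reagent was then added, and end-point luminescence was read after 10 min at room temperature.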
D1 agonist = agonists of human D1 dopamine receptor; activation, % at 2 µM; HEK293 T-REx D1 cells, calcium flux, agonist mode; P21728; 360,000 compounds, 1% hits; in the data active = activation above about 30%; also: 0% is about no effect
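Inducible HEK293 T-REx D1 cells, force-coupled to calcium signalling, were plated at 4000 cells/well with tetracycline and held overnight at 30 C. After no-wash calcium dye loading, compound-evoked calcium rise over 180 s flagged agonists.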
Vif-APOBEC3F blk = inhibitors of Vif-A3F interaction | 390,000 compounds, 0.2% hits | Potency, µM (series often up to 46.1 µM), without a hit: top-dose activity, negative = active | HeLa A3F-eYFP + Vif (tagged APOBEC3F with the HIV-1 protein that degrades it), YFP fluorescence increase | AID 602313; also: potency is read from the fitted curve at half-maximal effect; % of control where 0% means no effect; nearly all actives have a fitted effect of over 65% in size
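HeLa cells stably expressing A3F-eYFP plus Vif, plated and incubated overnight at 37 deg C, then exposed to compounds overnight at 37 deg C. Blocked degradation read as raised yellow fluorescence (Ex 488/Em 500-530).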
D1 PAM = human D1 dopamine receptor positive modulation; P21728; HEK293 TREx D1 cells, calcium flux, dopamine EC20 potentiation; potentiation, % at 10 µM; 360,000 compounds, 0.036% hits; AID 504651; in the data active = potentiation above about 30%; also: 0% is about no effect
LDHA inh = inhibitors of human lactate dehydrogenase A; purified LDHA, NADH/diaphorase-resazurin fluorescence; stronger effect = lower value; activity change, % (values are at about 110 or 230 µM); 480,000 compounds, 0.15% hits; AID 1347041; in the data active = activity change below about -30%; inconclusive = mostly about -25% to -30%;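 also: plate controls were DMSO wells for no effect and wells without enzyme for full effect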
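Resorufin fluorescence (ex540/em590), read at 0 and 20 min after diaphorase/resazurin addition, reports the NADH left after a 5 min room-temperature reaction of 2 nM human LDH5 with 0.06 mM NADH and 0.2 mM pyruvate.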
D2 potentiator = D2 dopamine receptor (human) potentiation; AID 485347; potentiation, % at 10 µM; HEK293 T-REx D2, calcium flux, EC20 dopamine potentiation; 340,000 compounds, 0.34% hits; P14416;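 active = potentiation over 3 SD above the plate norm, cut at about 30% in these data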; also: 0% is about no effect
Target sequence (P14416 whole entry, looked up): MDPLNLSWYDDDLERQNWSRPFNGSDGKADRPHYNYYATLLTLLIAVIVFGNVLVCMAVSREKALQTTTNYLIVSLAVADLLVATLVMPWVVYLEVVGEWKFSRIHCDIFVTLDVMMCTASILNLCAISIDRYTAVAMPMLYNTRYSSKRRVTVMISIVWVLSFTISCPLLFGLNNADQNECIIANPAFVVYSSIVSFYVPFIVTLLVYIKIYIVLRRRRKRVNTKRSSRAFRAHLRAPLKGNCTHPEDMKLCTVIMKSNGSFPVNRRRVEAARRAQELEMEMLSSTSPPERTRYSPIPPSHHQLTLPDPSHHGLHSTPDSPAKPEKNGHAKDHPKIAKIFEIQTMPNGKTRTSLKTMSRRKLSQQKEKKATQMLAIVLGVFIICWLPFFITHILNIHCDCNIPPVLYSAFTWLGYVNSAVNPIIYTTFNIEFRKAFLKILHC
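Primary screen. Calcium kinetics in induced HEK293 T-REx D2 cells: compound pre-addition 180 s, EC20 dopamine, 180 s more.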
* marks the source's active call; other numbers are inactive results. Unless noted, calls follow the shape of the dose curve; as a rule, active = well fitted curve in the direction sought with a large enough effect; inconclusive = small, poorly fitted or top-dose-only effect, or another doubt; inactive = no such curve, though single readings can be large; an effect the other way counts as inactive or inconclusive. Some of the compounds tested; the hit share may differ from the screen's.

The first four compounds (preview)
Screening Cc1nnc(NC(=O)c2ccco2)s1 returned D1 antag -52*, RXFP1 ag 7.1%, Vif-A3G inh 1%, Glioma ERSR ind -2%, D1 agonist 0, Vif-APOBEC3F blk -2%, D1 PAM -3, LDHA inh -14 and D2 potentiator 1.
Screening CC(C)(C)NC(=O)NC(=O)COC(=O)Cn1cnc2ccccc2c1=O returned D1 antag -4, RXFP1 ag 9.4%, Vif-A3G inh 2%, Glioma ERSR ind 2%, D1 agonist 1, Vif-APOBEC3F blk -17%, D1 PAM -2, LDHA inh 1 and D2 potentiator 3.
For O=C(COC(=O)CCc1ccc(S(=O)(=O)N2CCCCC2)cc1)Nc1cccc2ccccc12 the results were D1 antag -14, RXFP1 ag 2.2%, Vif-A3G inh 1%, Glioma ERSR ind -2%, D1 agonist 1, Vif-APOBEC3F blk 1%, D1 PAM -5, LDHA inh -5 and D2 potentiator 1.
Screening Cc1ccc(C(=O)/C=C/Nc2ccc([N+](=O)[O-])cc2Br)cc1 returned D1 antag -1, RXFP1 ag -0.9%, Vif-A3G inh 0%, Glioma ERSR ind 4%, D1 agonist 3, Vif-APOBEC3F blk inconclusive, D1 PAM -5, LDHA inh -3 and D2 potentiator 4.

The whole of this part, from the start:
Screening Cc1nnc(NC(=O)c2ccco2)s1 returned D1 antag -52*, RXFP1 ag 7.1%, Vif-A3G inh 1%, Glioma ERSR ind -2%, D1 agonist 0, Vif-APOBEC3F blk -2%, D1 PAM -3, LDHA inh -14 and D2 potentiator 1.
Screening CC(C)(C)NC(=O)NC(=O)COC(=O)Cn1cnc2ccccc2c1=O returned D1 antag -4, RXFP1 ag 9.4%, Vif-A3G inh 2%, Glioma ERSR ind 2%, D1 agonist 1, Vif-APOBEC3F blk -17%, D1 PAM -2, LDHA inh 1 and D2 potentiator 3.
For O=C(COC(=O)CCc1ccc(S(=O)(=O)N2CCCCC2)cc1)Nc1cccc2ccccc12 the results were D1 antag -14, RXFP1 ag 2.2%, Vif-A3G inh 1%, Glioma ERSR ind -2%, D1 agonist 1, Vif-APOBEC3F blk 1%, D1 PAM -5, LDHA inh -5 and D2 potentiator 1.
Screening Cc1ccc(C(=O)/C=C/Nc2ccc([N+](=O)[O-])cc2Br)cc1 returned D1 antag -1, RXFP1 ag -0.9%, Vif-A3G inh 0%, Glioma ERSR ind 4%, D1 agonist 3, Vif-APOBEC3F blk inconclusive, D1 PAM -5, LDHA inh -3 and D2 potentiator 4.
Screening O=C(OCC(=O)N1CCC(c2ccccc2)=N1)c1ccc([N+](=O)[O-])s1 returned D1 antag -5, RXFP1 ag 0.0%, Vif-A3G inh -13%, Glioma ERSR ind -1%, D1 agonist 1, Vif-APOBEC3F blk -37%, D1 PAM 2, LDHA inh 2 and D2 potentiator 11.
For O=C(/C=C/c1cc([N+](=O)[O-])ccc1OC(F)F)Nc1cccc(OC(F)F)c1 the results were D1 antag -10, RXFP1 ag -2.3%, Vif-A3G inh 1%, Glioma ERSR ind -3%, D1 agonist 8, Vif-APOBEC3F blk -2%, D1 PAM -8, LDHA inh -6 and D2 potentiator -13.
`COc1cccc(C2C3=C(CCCC3=O)NC3=C2C(=O)c2ccccc23)c1` (stereo not drawn) gave D1 antag -7, RXFP1 ag -1.0%, D1 agonist 2, D1 PAM -3 and D2 potentiator 3.
`COc1ccccc1NC(=O)CSc1nc2n[nH]c(C)c2c(=N)n1-c1ccccc1Cl` gave D1 antag -5, RXFP1 ag 0.4%, Vif-A3G inh -5%, Glioma ERSR ind -7%, D1 agonist 2, Vif-APOBEC3F blk -5%, D1 PAM 0, LDHA inh 2 and D2 potentiator 8.
Screening COn1c(-c2ccc(Cl)cc2)nc2ccc(Cl)cc21 returned D1 antag -25, RXFP1 ag 0.3%, Vif-A3G inh -1%, Glioma ERSR ind 8%, D1 agonist 4, Vif-APOBEC3F blk -9%, D1 PAM 4, LDHA inh -3 and D2 potentiator 3.
Screening CC1=C(C(=O)OC(C)C)C(c2cccs2)N2C(=O)CCSC2=N1 (stereo not drawn) returned D1 antag -18, RXFP1 ag 1.7%, Vif-A3G inh 4%, Glioma ERSR ind -1%, D1 agonist 5, Vif-APOBEC3F blk -20%, D1 PAM -8, LDHA inh -2 and D2 potentiator 19.
`O=C(/C=C/c1ccccc1)NC1CCCc2ccccc21` (stereo not drawn) gave D1 antag -7, RXFP1 ag 3.3%, D1 agonist 2, D1 PAM -1 and D2 potentiator 3.
`Cc1ccc(-n2c(CC#N)n[nH]c2=S)c(C)c1` gave D1 antag -14, RXFP1 ag 2.4%, Vif-A3G inh 0%, Glioma ERSR ind -2%, D1 agonist 2, Vif-APOBEC3F blk 7%, D1 PAM -5, LDHA inh -2 and D2 potentiator 2.
`CC(C)N(C(=S)Nc1ccc(S(=O)(=O)N2CCOCC2)cc1)c1ccccc1` gave Vif-A3G inh 1%, Glioma ERSR ind 1%, Vif-APOBEC3F blk -10% and LDHA inh -7.
For O=C(C1=C[C@@H](c2coc3ccccc3c2=O)C[C@@H](OCCCCO)O1)N1CCN(Cc2ccc3c(c2)OCO3)CC1 the results were D1 antag -7, RXFP1 ag -1.9%, Vif-A3G inh 2%, Glioma ERSR ind -5%, D1 agonist -4, Vif-APOBEC3F blk 8%, D1 PAM -4, LDHA inh -13 and D2 potentiator 7.
For C#CCOCCOCCOCCNc1nc(N2CCN(C(=O)[C@H](CCCCN)n3cc([C@@H](N)CO)nn3)CC2)nc(N2CCN(C(=O)[C@H](Cc3cc4ccccc4[nH]3)n3cc([C@@H](N)Cc4ccc(O)cc4)nn3)CC2)n1 the results were D1 antag 14, RXFP1 ag 2.1%, D1 agonist 3, D1 PAM -1 and D2 potentiator -2.
Screening N#Cc1ccccc1CSc1ncccc1C(=O)O returned D1 antag 13, RXFP1 ag -0.5%, Vif-A3G inh -4%, Glioma ERSR ind -4%, D1 agonist 6, Vif-APOBEC3F blk 1%, D1 PAM 0, LDHA inh -4 and D2 potentiator 7.
O=C(O)c1cc(-n2cccc2)ccc1N1CCOCC1 was read as D1 antag -2, RXFP1 ag 0.2%, Vif-A3G inh -2%, Glioma ERSR ind -5%, D1 agonist 1, Vif-APOBEC3F blk 5%, D1 PAM -3 and LDHA inh 6.
CCSc1nnc(NC(=O)CSc2nccn2-c2cccc(C)c2C)s1 was read as D1 antag -29, RXFP1 ag 0.5%, Vif-A3G inh -3%, Glioma ERSR ind 2%, D1 agonist 18, Vif-APOBEC3F blk -16%, D1 PAM -1, LDHA inh 2 and D2 potentiator 3.
`CCCn1c2ccccc2c2cnn(CC(=O)Nc3cccc(C(=O)OCC)c3)c(=O)c21` gave D1 antag -2, RXFP1 ag 8.7%, Vif-A3G inh 5%, Glioma ERSR ind -3%, D1 agonist 8, Vif-APOBEC3F blk 1%, D1 PAM 5, LDHA inh 3 and D2 potentiator -4.
Screening Cc1cccc(CSc2nnc(CCCCCNC(=O)OC(C)(C)C)o2)c1 returned D1 antag -10, RXFP1 ag -0.8%, Vif-A3G inh 1%, Glioma ERSR ind 2%, D1 agonist 6, Vif-APOBEC3F blk -1%, D1 PAM 0, LDHA inh 5 and D2 potentiator -5.
Screening COC1CCN(C(=O)c2ccc3oc(Cc4ccc(Cl)cc4)nc3c2)CC1 returned D1 antag 1, RXFP1 ag 0.8%, Vif-A3G inh -1%, Glioma ERSR ind 8%, D1 agonist 10, Vif-APOBEC3F blk 2%, D1 PAM -8, LDHA inh -1 and D2 potentiator -1.
`O=C(CCNC(=O)c1ccc(Br)cc1)NNC(=O)COc1ccccc1F` gave Vif-A3G inh 1%, Glioma ERSR ind -6%, Vif-APOBEC3F blk 13% and LDHA inh -1.
N#CCCCSC1=C(C#N)C(c2ccccc2Cl)CC(=O)N1 (stereo not drawn) was read as D1 antag 2, RXFP1 ag 0.0%, Vif-A3G inh -2%, Glioma ERSR ind -1%, D1 agonist 0, Vif-APOBEC3F blk -8%, D1 PAM -1, LDHA inh -6 and D2 potentiator 8.
Cc1ccc(CN2CCSc3ccc(C(=O)NCCCN4CCOCC4)cc32)cc1 was read as D1 antag -1, RXFP1 ag 12%, Vif-A3G inh -2%, Glioma ERSR ind -7%, D1 agonist 3, Vif-APOBEC3F blk -1%, D1 PAM 1 and LDHA inh 0.
For CCOC(=O)Cc1nc2ccccc2[nH]1 the results were D1 antag -7, RXFP1 ag -0.7%, Vif-A3G inh 0%, Glioma ERSR ind -2%, D1 agonist 1, Vif-APOBEC3F blk -4%, D1 PAM -1 and LDHA inh -1.
For CC1(C(=O)NCCc2c[nH]c3ccccc23)C=CCN1C(=O)c1ccccc1 (stereo not drawn) the results were D1 antag 3, RXFP1 ag -0.3%, Vif-A3G inh -4%, Glioma ERSR ind 0%, D1 agonist -4, Vif-APOBEC3F blk 2%, D1 PAM 1, LDHA inh -6 and D2 potentiator 8.
Screening Clc1ccc(C2[C@H]3CN(Cc4ccc(-c5ccccc5)cc4)[C@H](c4ccccc4)C34CC2(c2ccccc2)C4)cn1 (stereo partly drawn) returned D1 antag -2, RXFP1 ag 0.0%, Vif-A3G inh -7%, Glioma ERSR ind 3%, D1 agonist 0, Vif-APOBEC3F blk -5%, D1 PAM 3, LDHA inh -1 and D2 potentiator 3.
Screening Cc1[nH]n(-c2ccccc2)c(=O)c1/C=N/n1c(C)nc2ccccc2c1=O returned D1 antag 16, RXFP1 ag 0.9%, Vif-A3G inh 1%, Glioma ERSR ind -4%, D1 agonist 2, Vif-APOBEC3F blk -1%, D1 PAM 1, LDHA inh -9 and D2 potentiator 6.
Screening Cc1cc(C)c(S(=O)(=O)Nc2ccc3c4c(cccc24)CC3)c(C)c1 returned D1 antag 10, RXFP1 ag -2.2%, Vif-A3G inh inconclusive, Glioma ERSR ind -5%, D1 agonist 5, Vif-APOBEC3F blk inconclusive, D1 PAM 0, LDHA inh 2 and D2 potentiator 0.

Screening results: PubChem BioAssay, National Center for Advancing Translational Sciences (NCATS)
